# GPR7 antag: blocks human GPR7 receptor signaling; GPR7-expressing cells, fluorescence antagonist assay; P48145; inhibition, % at 4.4 µM; actives 1.1% (n = 290,000); in the data active = inhibition above about 16%, passing the limit was not always enough;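 note: cells stimulated with the agonist NPW; 0% = agonist with vehicle and 100% = vehicle without agonist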
# MEKK2 WT-MEK5: raises or lowers MEK5 binding to wildtype human MEKK2 PB1 domain. bead flow cytometry, Alexa488-MEK5 binding to MEKK2 WT; actives lie on both sides. binding response (% of control), % at 10 µM. actives 1.1% (n = 290,000). Q9Y2U5. AID 1531; in the data active = binding response below about 67% or above about 130%
# V1aR counter: V1a receptor agonism, counter-screen for OXTR agonists; P37288; CHO-V1R cells, Fluo-8 calcium fluorescence, agonist mode; 0% DMSO, 100% 3 nM vasopressin; activation, % at 3 µM; actives 0.25% (n = 320,000); AID 2797;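 active = activation above the mean activation of all tested compounds plus 3 SD, per screening run, cut at about 20% in these data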;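 note: signal is peak over basal fluorescence ratio across a 100 second FLIPR read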
# NALP1 inh: blocks the NALP1 inflammasome reconstituted in yeast; S. cerevisiae NALP1/ASC/caspase-1 growth, X-gal OD620, 72 h; inhibition, % at 10 µM; actives 0.61% (n = 280,000); AID 2071; in the data active = inhibition mostly above about 24%, no sharp cut-off; inactive = mostly below about 32%; note: some compounds called inactive have numbers as strong as hits
# MEKK3 PB1 HTS: MEKK3-MEK5 PB1 interaction, increase or decrease. Q99759. bead-based flow cytometry, Alexa488-MEK5 binding to MEKK3; actives lie on both sides; 0 = blocked by unlabeled MEK5, 100 = vehicle. binding response (% of control), % at 10 µM. actives 1.4% (n = 290,000). AID 1529;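 active = binding response more than 3 SD above or below the average of its plate-row segment, actives on both sides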;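 note: Alexa488 bead fluorescence after subtracting the streptavidin-only scavenger bead signal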
# Target sequence (Q99759 whole entry, looked up): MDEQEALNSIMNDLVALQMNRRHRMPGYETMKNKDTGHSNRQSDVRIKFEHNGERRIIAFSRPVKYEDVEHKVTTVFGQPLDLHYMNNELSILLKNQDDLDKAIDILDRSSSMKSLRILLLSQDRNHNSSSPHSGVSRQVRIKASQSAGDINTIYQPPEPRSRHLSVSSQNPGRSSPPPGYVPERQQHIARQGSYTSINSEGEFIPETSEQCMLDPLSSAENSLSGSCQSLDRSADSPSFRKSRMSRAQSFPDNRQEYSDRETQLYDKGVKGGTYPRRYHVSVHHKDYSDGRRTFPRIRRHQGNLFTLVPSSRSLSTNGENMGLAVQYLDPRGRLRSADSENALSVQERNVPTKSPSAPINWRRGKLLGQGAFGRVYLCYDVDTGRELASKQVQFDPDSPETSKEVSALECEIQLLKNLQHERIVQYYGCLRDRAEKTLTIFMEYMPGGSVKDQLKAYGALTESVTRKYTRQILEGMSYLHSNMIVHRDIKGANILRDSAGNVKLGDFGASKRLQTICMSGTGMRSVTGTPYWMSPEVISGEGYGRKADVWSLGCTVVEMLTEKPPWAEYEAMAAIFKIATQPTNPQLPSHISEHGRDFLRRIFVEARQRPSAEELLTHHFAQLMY
# GalR3 antag: human GalR3 antagonism | O60755 | HEK293 GalR3-CNG cAMP membrane potential fluorescence; galR3 body fused to GalR1 C-terminus | inhibition, % at 3 µM | actives 0.44% (n = 360,000);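 active = inhibition above the screen-wide average plus 3 SD, cut at about 13% in these data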;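 note: forskolin and galanin both at EC90 stimulate the cells; cAMP rise reported by CNG channel membrane potential dye signal; 0% = forskolin plus galanin with DMSO and 100% = forskolin alone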
# OXTR ag: human OXTR agonism. AID 2435. CHO-OTR cells, Fluo-8 calcium fluorescence; normalized: DMSO 0%, oxytocin 100%. activation, % at 3 µM. actives 0.32% (n = 320,000). P30559;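 active = activation above the mean of all tested compounds plus 3 SD, cutoff set per screening run, cut at about 20% in these data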;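 note: peak over basal fluorescence ratio from a 100 s FLIPR kinetic read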
# PHOSPHO1 block: blocks human PHOSPHO1 phosphatase activity; Q8TCT1; recombinant PHOSPHO1, absorbance phosphatase assay; inhibition, % at 13.3 µM; actives 1.1% (n = 290,000); in the data active = inhibition above about 60%
# Target sequence (Q8TCT1 whole entry, looked up): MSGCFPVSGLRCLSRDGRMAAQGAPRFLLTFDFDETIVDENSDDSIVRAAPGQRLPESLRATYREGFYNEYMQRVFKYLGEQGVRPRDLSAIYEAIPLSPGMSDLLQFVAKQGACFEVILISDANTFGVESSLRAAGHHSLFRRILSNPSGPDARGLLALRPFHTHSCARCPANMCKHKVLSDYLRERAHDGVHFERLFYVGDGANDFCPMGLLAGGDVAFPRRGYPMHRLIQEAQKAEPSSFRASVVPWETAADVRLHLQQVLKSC
# MEKK2 mut-MEK5: signal of MEK5 binding to mutant human MEKK2 PB1 domain; percent response, % at 10 µM; AID 1530; bead flow cytometry, Alexa488-MEK5 binding to MEKK2 mutant; actives 0.35% (n = 290,000); in the data active = percent response above about 24%, passing the limit was not always enough; note: inactives centre near 1; some results filed as inactive read as strong as hits; reference of the scale not given here
# * marks the source's active call; other numbers are inactive results; / = no result given; & = joins results of further samples; [ ] = remark or other dose.
SMILES,GPR7 antag,MEKK2 WT-MEK5,V1aR counter,NALP1 inh,MEKK3 PB1 HTS,GalR3 antag,OXTR ag,PHOSPHO1 block,MEKK2 mut-MEK5
Cc1nn(C(C)C(=O)NCCc2ccccc2)c(=O)c2cc3occc3n12 (configuration not stated),-1,103,-0.7,-24,99,3,-1.9,10,0
Cc1ccc(C(C(=O)NC2CCCCC2)N(C(=O)c2csnn2)C2CCCC2)o1 (configuration not stated),4,91,0.8,1,96,-3,-0.4,22,-7
O=C(Nc1ccc2c(c1)OCCO2)C1CCCN1S(=O)(=O)c1ccc(Cl)cc1 (configuration not stated),2,102,-0.6,19,97,-6,-1.7,1,0
N/C(=N\OC(=O)N1CCOCC1)c1ccc(Br)cc1,0,90,-0.2,-5,85,-5,4.4,34,-12
Cc1ccc(NC(=O)COC(=O)c2ccccc2Nc2ccccc2)cc1,-5,101,0.6,1,99,-4,-0.5,-9,-2
COCCCNCCCOc1ccc(Cl)cc1C(C)(C)C,22*,113,3.5,-16,104,-6,9.8,-11,-1
CN(C)c1cc(-c2ccc([N+](=O)[O-])cc2)oc(=O)c1Cl,-17,98,-0.5,5,99,-6,-1.0,7,-3
CCO[C@@H]1OC(C(=O)O)=C[C@H](c2coc3ccccc3c2=O)[C@H]1CCCO,-23,99,0.3,-5,99,-3,0.0,20,1
O=C(c1cccc(N2CCCC2=O)c1)N1CCOCC1,0,89,-0.7,6,89,0,-0.3,-17,-5
COC(=O)CNC(=O)c1ccc(C)s1,3,105,1.1,19,103,-3,0.6,0,6
CC(=O)Nc1sc2c(c1C(c1ccccc1)N1CCOCC1)CCCC2 (configuration not stated),0,/,0.9,7,/,-8,-0.6,16,/
COc1ccc(CCNC(=O)CCN2C(=O)COc3ccccc32)cc1OC,-2,90,-0.2,14,81*[inhibitor],-3,0.5,4,-10
O=[N+]([O-])c1ccc(N2CCN(c3ccccc3)CC2)cc1,2,107,0.5,15,107,-2,0.4,34,3
Cc1cc(NC(=O)CN2CCN(c3cccc(Cl)c3)CC2)no1,-7,103,-0.4,-9,101,4,0.1,12,8
CCCCc1nnc(SCC(=O)NC2CCCCC2)n1C,-2,111,0.2,10,106,2,0.0,38,10
C[C@H](CCC(=O)O)[C@H]1CC[C@H]2[C@@H]3CC[C@@H]4C[C@H](O)CC[C@]4(C)[C@H]3C[C@H](O)[C@]12C,/,98,2.0,/,101,9&6&0&2,3.9,/,-1
Cc1cccc(C)c1NC(=O)C(Cl)=C(Cl)Cl,-11,92,-0.3,-7,99,-9,-1.9,8,-5
COc1ccc2[nH]c3nc(SCC(=O)NC4CC4)nnc3c2c1,-8,104,0.0,4,100,-7,0.0,43,7
O=C(NCc1ccccc1)c1ccc(Br)cc1Br,-8,91,-1.5,20,89,-2,-2.3,-17,5
Cc1c(C(=O)OC(C)C)nnn1-c1nonc1N,-16,106,0.9,14,104,-6,0.4,-12,4

# Structures from the list above that have a nitro group on carbon (2):
SMILES,GPR7 antag,MEKK2 WT-MEK5,V1aR counter,NALP1 inh,MEKK3 PB1 HTS,GalR3 antag,OXTR ag,PHOSPHO1 block,MEKK2 mut-MEK5
CN(C)c1cc(-c2ccc([N+](=O)[O-])cc2)oc(=O)c1Cl,-17,98,-0.5,5,99,-6,-1.0,7,-3
O=[N+]([O-])c1ccc(N2CCN(c3ccccc3)CC2)cc1,2,107,0.5,15,107,-2,0.4,34,3

# Whole records, quoted from the list. Order of screens: GPR7 antag	MEKK2 WT-MEK5	V1aR counter	NALP1 inh	MEKK3 PB1 HTS	GalR3 antag	OXTR ag	PHOSPHO1 block	MEKK2 mut-MEK5
# `CC(=O)Nc1sc2c(c1C(c1ccccc1)N1CCOCC1)CCCC2` (configuration not stated) in the list: 0	/	0.9	7	/	-8	-0.6	16	/
# `N/C(=N\OC(=O)N1CCOCC1)c1ccc(Br)cc1` in the list: 0	90	-0.2	-5	85	-5	4.4	34	-12
# `Cc1c(C(=O)OC(C)C)nnn1-c1nonc1N` in the list: -16	106	0.9	14	104	-6	0.4	-12	4
# `CCO[C@@H]1OC(C(=O)O)=C[C@H](c2coc3ccccc3c2=O)[C@H]1CCCO` in the list: -23	99	0.3	-5	99	-3	0.0	20	1
# `COc1ccc2[nH]c3nc(SCC(=O)NC4CC4)nnc3c2c1` in the list: -8	104	0.0	4	100	-7	0.0	43	7

# Part of the list above in order of number of heavy atoms, ascending.
SMILES,GPR7 antag,MEKK2 WT-MEK5,V1aR counter,NALP1 inh,MEKK3 PB1 HTS,GalR3 antag,OXTR ag,PHOSPHO1 block,MEKK2 mut-MEK5
COC(=O)CNC(=O)c1ccc(C)s1,3,105,1.1,19,103,-3,0.6,0,6
CN(C)c1cc(-c2ccc([N+](=O)[O-])cc2)oc(=O)c1Cl,-17,98,-0.5,5,99,-6,-1.0,7,-3
Cc1cc(NC(=O)CN2CCN(c3cccc(Cl)c3)CC2)no1,-7,103,-0.4,-9,101,4,0.1,12,8

# Later entries:
SMILES,GPR7 antag,MEKK2 WT-MEK5,V1aR counter,NALP1 inh,MEKK3 PB1 HTS,GalR3 antag,OXTR ag,PHOSPHO1 block,MEKK2 mut-MEK5
CCOC(CNC(=O)c1ccc2c(c1)ncn2-c1ccccc1OC)OCC,1,106,0.2,-12,107,-6,-0.8,29,5
Cc1noc(/C=C/N(C)C)c1S(=O)(=O)NC1CCCCC1,-10,101,1.3,-6,99,-3,-0.1,11,3
CN(C)c1nc(-c2ccccc2)nnc1C(F)(F)F,-15,105,-1.3,-10,101,-1,-2.5,25,4
O=C(Cc1ccc([N+](=O)[O-])cc1)Nc1ccc(Br)cn1,16,100,0.6,-2,104,-10,-0.8,-7,0
O=C(CNS(=O)(=O)c1ccccc1)NCC(=O)OCc1ccc(Br)cc1,-6,94,2.6,8,96,-4,2.8,-16,-5
COc1ccc2nc(SCC(=O)Nc3cc(C)on3)[nH]c2c1,-2,114,0.4,-9,111,-4,-0.8,17,8
O=C(Oc1ccc(Br)cc1C(=S)N1CCOCC1)c1cccc([N+](=O)[O-])c1,-5,/,-0.3,3,/,-8,-1.3,-33,/
CCCCNC(=O)CCSc1ccc(C)cc1,-1,97,-0.1,39,96,-11,-2.3,-4,-2
CCOc1ccc(CN2CCN(CCCc3ccccc3)C(CCO)C2)cc1 (configuration not stated),-6,107,-0.6,29,95,-10,-1.3,24,3
Cc1c(C(=O)N2CCCCC2)c(S(=O)(=O)NCc2ccc(Cl)cc2)c(C)n1C,3,101,-0.2,3,103,-1,-0.4,32,3
O=C(COC(=O)/C=C/c1ccc(Br)o1)NCCCN1CCCC1=O,-8,98,0.1,1,92,-2,-0.6,53,-2
CCOC(=O)c1csc(NC(=O)c2cccs2)n1,-4,108,-0.8,13,104,-1,-2.1,10,9
O=C(/C=C/c1ccco1)OCc1nnc(-c2ccccc2)o1,-8,91,0.8,9,99,-7,-0.4,-7,-13
CNS(=O)(=O)c1cccc(C(=O)OCC(=O)NC2CCCC2)c1,8,107,1.4,12,103,1,0.0,11,1
NC(=O)C1CCN(C2CC(=O)NC2=O)CC1 (configuration not stated),-4,107,1.1,-14,113,1,1.4,16,-1
OC(CN=c1sc2ccccc2n1CC(O)COc1ccccc1)COc1ccccc1 (configuration not stated),16,105,1.4,6,115,-4,0.1,-45,4
COc1cc2[nH]c(C(=O)N3CCC(Cc4ccccc4)CC3)cc2c(OC)c1OC,2,106,0.7,11,104,-11,-1.3,30,-1
CCOc1ccc(C(=O)Nc2cccc(C(C)=O)c2)cc1[N+](=O)[O-],-3,83,2.2,8,106,0,-0.1,22,-9
Cc1c(-c2ccn[nH]2)cc(NC(=O)c2ccc(Cl)cc2)c(=O)n1N,9,102,0.3,-21,110,-6,-0.1,28,-42
CN(C(=O)COC(=O)/C=C/c1cn(-c2ccccc2)nc1-c1ccc2c(c1)OCCO2)C1CCS(=O)(=O)C1 (configuration not stated),-2,97,1.8,-2,97,-4,1.6,-45,-8
C/C(Cc1ccccc1)=N\NC(=O)CNC(=O)c1ccccc1O,16,77,-0.1,8,74,-3,0.7,20,-9
Cn1c(=O)c(Cc2ccccc2)c(O)c2ccccc21,0,112,0.8,15,110,-1,0.9,12,9
CN(C)C1(CN=Cc2cc(Cl)cc([N+](=O)[O-])c2O)CCCCC1,-9,97,2.5,8,100,-10,1.9,28,2
CCOC(=O)C1CCN(S(=O)(=O)c2ccc(-c3nc4ccccc4s3)s2)CC1,12,99,-0.8,-6,99,2,-0.9,28,-1
COCCCNC(=O)c1c(N)n(/N=C/c2ccccn2)c2nc3ccccc3nc12,-6,/,/,8,/,-2,/,16,/
CCCC(=O)OC1CCS(=O)(=O)c2sccc21 (configuration not stated),-5,100,0.8,13,103,-7,0.2,34,2
COc1ccc(C(=O)OCc2nc(N)nc(Nc3ccccc3C)n2)cc1OC,-20,107,2.1,-20,107,-7,0.8,34,8
CC(=O)c1ccc(NC(=S)N(CCCN(C)C)Cc2ccccc2)cc1,6,103,5.2,10,92,-4,3.6,27,-7
CCCS(=O)(=O)c1nc(S(=O)(=O)c2ccc(C)cc2)c(N2CCOCC2)s1,-1,102,0.5,3,101,-1,-0.9,34,5
CC1CC(C)CN(CCCNC(=O)c2ccc(CS(=O)(=O)Cc3cccc(Cl)c3)o2)C1 (configuration not stated),-5,103,0.4,6,98,-1,0.4,38,2
O=C(Nc1ccc(N2CCOCC2)cc1)c1ccc([N+](=O)[O-])o1,-13,99,0.9,-2,99,2,2.2,24,-1
NC(=O)CN1C(=O)C2C3c4ccccc4C(c4ccccc43)C2C1=O (configuration not stated),7,112,-0.3,14,109,0,-0.1,41,7
COc1cc(OC)cc(C(=O)Nc2ccc(NC(=O)c3ccco3)c(C)c2)c1,-9,107,-0.4,18,103,-3,-0.3,27,8
O=C(Nc1nc(-c2ccc3c(c2)OCO3)cs1)C1CC1,6,113,-0.8,35,111,0,-1.1,2,2
O=C(CN1CCN(Cc2ccccc2)CC1)Nc1nnc(C(F)(F)F)s1,8,94,-0.1,14,96,-8,0.0,3,-2
CCOc1ccc(S(=O)(=O)N(CC)CC(=O)N2CCOCC2)cc1C,-19,97,-0.5,-31,103,1,0.7,23,-4
CCOc1ccc(-c2nc(S(=O)(=O)c3ccccc3)c(NC)o2)cc1,-17,99,0.2,9,100,-3,-0.7,43,1
COc1ccc2cc(C(=O)N3CCN(c4ccccc4OC)CC3)[nH]c2c1,-12,96,5.5,4,99,-10,0.8,42,-2

# Screens from PubChem.
